Bioassay records as filed in PubChem BioAssay.
m5-HT2A agonist = mouse Htr2a agonists via beta-arrestin recruitment, primary screen, cell-based, luminescence | activation, % at 7.6 µM | 5-hydroxytryptamine receptor 2A (Mus musculus), P35363 | CHO-K1 mHTR2A beta-arrestin complementation; percent of 30 µM serotonin response | actives 0.66% (n = 360,000) | AID 624169, 2012;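 active = activation above a run cutoff, the mean activation of all tested compounds plus 3 SD, cut at about 14% in these data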;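 also: 0% = plate median of compound wells and 100% = 30 µM serotonin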
Target sequence (P35363 whole entry, looked up): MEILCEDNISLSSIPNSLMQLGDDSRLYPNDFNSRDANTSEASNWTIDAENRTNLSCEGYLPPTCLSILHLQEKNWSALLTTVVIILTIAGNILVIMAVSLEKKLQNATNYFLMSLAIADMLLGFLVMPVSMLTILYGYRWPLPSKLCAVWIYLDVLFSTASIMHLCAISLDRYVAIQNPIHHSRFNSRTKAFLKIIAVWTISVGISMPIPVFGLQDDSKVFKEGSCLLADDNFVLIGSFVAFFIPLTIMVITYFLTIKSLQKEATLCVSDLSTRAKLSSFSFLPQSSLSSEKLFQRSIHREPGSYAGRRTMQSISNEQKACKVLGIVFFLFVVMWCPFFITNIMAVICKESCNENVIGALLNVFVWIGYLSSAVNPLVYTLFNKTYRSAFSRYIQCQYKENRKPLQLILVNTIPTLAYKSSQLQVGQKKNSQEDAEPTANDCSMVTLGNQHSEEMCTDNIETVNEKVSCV
HIF-2a block = HIF-2a reporter inhibitors, primary screen, luminescence, 786-0 RCC cells. 786-0 RCC cells HIF-2a reporter, luciferase luminescence, overnight. inhibition, % at 18.8 µM. actives 0.72% (n = 360,000). AID 624352, 2012;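 active = inhibition of the luminescence signal of 40% or more relative to plate controls, in a single-dose primary screen at 18.75 µM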
PDI turbidity = inhibitors of human PDI, primary screen, biochemical, turbidity, single point, plate reader. inhibition, % at 10 µM. PDI insulin aggregation turbidity, A650, 90 min. AID 588391, 2011. actives 0.052% (n = 350,000);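 active = mean inhibition across replicates of 30% or more, whatever share of single replicates reach that level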;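 also: absorbance from insulin aggregation driven by PDI reduction with DTT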
Target sequence (P07237 whole entry, looked up): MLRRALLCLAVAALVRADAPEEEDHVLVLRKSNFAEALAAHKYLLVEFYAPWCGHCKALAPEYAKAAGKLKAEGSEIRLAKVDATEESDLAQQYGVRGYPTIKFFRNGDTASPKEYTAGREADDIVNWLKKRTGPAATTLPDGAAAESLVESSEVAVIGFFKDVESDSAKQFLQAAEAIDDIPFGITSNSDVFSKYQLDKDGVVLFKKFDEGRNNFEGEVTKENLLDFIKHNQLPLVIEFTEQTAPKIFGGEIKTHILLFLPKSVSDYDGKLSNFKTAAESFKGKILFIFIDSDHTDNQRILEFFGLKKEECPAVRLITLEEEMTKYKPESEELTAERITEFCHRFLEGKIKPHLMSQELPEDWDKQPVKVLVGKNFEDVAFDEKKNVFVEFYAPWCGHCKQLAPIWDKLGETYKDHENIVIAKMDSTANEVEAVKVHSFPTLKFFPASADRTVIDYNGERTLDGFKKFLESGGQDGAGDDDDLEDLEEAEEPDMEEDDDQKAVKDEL
NR2E3 ag-1 = NR2E3 agonists in two-hybrid cells, primary screen, cell-based, luminescence, CHO-S, Gal4-NCOR/VP16-NR2E3; Photoreceptor-specific nuclear receptor (Homo sapiens), Q9Y5X4; luciferase; inhibition of corepressor binding, % at 3.98 µM; actives 0.35% (n = 360,000); AID 602229, 2012;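 active = inhibition above the mean of all tested compounds plus 3 SD, cut at about 70% in these data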;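 also: 0% = DMSO with NR2E3 transfected cells and 100% = cells lacking NR2E3 construct; higher means lower luciferase signal from less NR2E3 corepressor binding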
Cardio protect = cardioprotection against H2O2-induced cell death, primary screen, uHTS, H9c2 cells, ATPLite luminescence. protection from H2O2 cell death, % at 20 µM. H9c2 cardiomyocytes, H2O2 injury protection, 2 h. actives 0.63% (n = 360,000);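 active = compounds giving at least 50% protection of heart cells from peroxide-induced death in the single-dose screen, raw or plate-pattern-corrected value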;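 also: 0% = DMSO wells with peroxide and 100% = DMSO wells without peroxide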
NR2E3 ag-2 = inhibitors of NR2E3-RetCOR corepressor binding, primary screen, NR2E3 agonist project, biochemical, TR-FRET, GST-NR2E3, biotin-RetCOR | 1536-well | inhibition of corepressor binding, % at 4.78 µM | AID 2300, 2010 | actives 0.12% (n = 320,000);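 active = percent inhibition above the cutoff of mean plus 3 SD of all tested compounds, set per screening campaign, cut at about 20% in these data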;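 also: 0% = DMSO wells and 100% = biotin wells as full block of FRET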
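System: GST-NR2E3 and biotin-RetCOR proteins; probe or stimulus: 7 nM biotin-RetCOR; doses: compound at 4.8 µM, single dose; schedule: Compound–protein incubation for 5 h at 4 °C; detection: time-resolved FRET; read-out: percent inhibition; controls: biotin wells as high control, 0.6% DMSO wells as low control; format: 1536-well plates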
CaV13 ICDI inh = Disruptors of the CACNA1D IQ motif to Ca2+-dependent inactivation inhibitor domain association, primary screening, Förster resonance energy transfer in intact living … | HEK cells, CFP/YFP FRET ICDI-IQ, plate reader, 10 min; percent FRET-ratio fall versus neutral wells | inhibition, % at 12.3 µM | actives 0.098% (n = 340,000) | AID 743397;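 active = mean replicate inhibition of at least 30% and at least 1% of replicates passing that level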;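 also: 0% = median of the neutral control wells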
Peg3 prom inh = Peg3 promoter-driven luciferase inhibitors, primary screen, cell-based, HeLa, luciferase luminescence; actives 1.7% (n = 360,000); inhibition, % at 20 µM; AID 588405, 2011; HeLa PEG-Prom luciferase reporter, overnight;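 active = inhibition of at least 50% at 20 µM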
MITF TRPM1 inh = inhibitors of MITF-dependent TRPM1 promoter reporter, primary screen, cell-based, SK-MEL-5, single point, luciferase. SK-MEL-5 TRPM1 promoter luciferase, 24 h. inhibition, % at 12.5 µM. actives 0.83% (n = 330,000). AID 488899, 2010;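 active = mean inhibition across replicates of 60% or more, whatever share of single replicates reaches that level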; also: values of inactives mirror those of a sister screen read the other way
Shn3 3UTR inh = reduction of Shn3 3'UTR firefly luciferase signal, primary screen, Schnurri-3 inhibitor project, cell-based, Clone20 osteoblasts, set 2; Clone20 osteoblast Shn3 3'UTR firefly luciferase, 24 h; inhibition, % at 12.5 µM; actives 0.52% (n = 360,000); AID 588674, 2011;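 active = mean inhibition of at least 75% with every replicate also reaching 75%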;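 also: 0% = median of neutral control wells and 100% = pilot-screen positive control compound; some compounds past the cut are filed as inactive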
iPSC survival up = enhancers of single-cell hiPSC survival, primary screen, ATPlite luminescence; 100% = ROCK inhibitor wells, 0% = DMSO; survival enhancement, % at 20 µM; actives 0.044% (n = 360,000); AID 602274, 2012; in the data active = survival enhancement above about 18%;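 also: cells exposed to compounds for 16 hours before the ATP read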
* = called active by the depositor; / = not tested or not shown. Rows were taken by chance, and some 3.9% of all compounds hit somewhere here.

Molecule	PDI turbidity	HIF-2a block	MITF TRPM1 inh	Shn3 3UTR inh	CaV13 ICDI inh	Peg3 prom inh	m5-HT2A agonist	NR2E3 ag-1	iPSC survival up	NR2E3 ag-2	Cardio protect
Cn1cc(CNCc2cn(C)nc2-c2ccc(C3CCCCC3)cc2)cn1	2	7	1	12	-6	21	1	-2	-0.7	-2	4
CCN(CC)CCNC(=O)Cc1nn(Cc2ccccc2)c(=O)c2ccccc12	-1	15	-13	3	-20	15	-1	-8	0.6	1	13
O=C(Nc1cccc2cccnc12)c1ccc2c(c1)OCCO2	2	-265	-55	-61	-8	-227	-3	-106	-2.6	1	4
O=C1CNC(=O)/C1=C/c1ccccc1	7	19	10	13	-4	-1	7	7	-0.2	1	-5
COCCN(C(=O)COC(=O)CCOc1cc(C)ccc1C)c1c(N)n(Cc2ccccc2)c(=O)[nH]c1=O	-3	7	/	-13	-6	9	-1	-14	-0.1	/	1
O=C(CN1C(=O)NC2(CCCCCC2)C1=O)Nc1ccc(Cl)cc1Cl	-6	0	-19	9	-15	-1	10	10	-0.4	1	6
CC(C)CNC(=O)C(=O)NNC(=O)C1CCCCC1	2	15	5	11	-7	2	-2	-8	-1.7	3	2
CC(C)Nc1nnc(SC(C)C(=O)N(C)C2CCCCC2)s1 (stereo not given)	5	6	4	3	-6	3	10	0	1.4	1	10
CS(=O)(=O)Nc1cccc(C2=NN(S(=O)(=O)c3ccc(F)cc3)C(c3cccs3)C2)c1 (stereo not given)	-4	-2	-5	0	-3	3	0	-10	5.3	0	-2
O=C(Nc1ccccc1C(=O)O)c1ccc(Cl)c(S(=O)(=O)N2CCOCC2)c1	-4	-18	13	4	/	8	11	-31	-1.6	1	-17
CCOC(=O)C1=C(O)/C(=C/c2ccccn2)SC1=Nc1ccc(Cl)cc1	4	4	-7	-9	-9	-2	3	-10	-0.2	2	47
CC(C)C[C@@H](CN1CCC[C@@H]1CN1C(=S)NC[C@@H]1Cc1ccc(O)cc1)N1C[C@H](Cc2ccc(O)cc2)N(CCc2ccccc2)C1=S	/	-22	/	-15	-7	78*	2	21	-0.7	/	-8
CCC(C)(C)C1CCC2(CC1)NC(=O)N(CC(=O)N1CCN(c3ccccc3OC)CC1)C2=O (stereo not given)	-3	5	/	13	-9	9	7	1	1.8	/	-2
O=C(CCCNS(=O)(=O)c1ccc(Cl)c(Cl)c1)NCCc1ccccn1	-1	4	-7	6	-2	19	1	-10	0.6	-1	-4
COc1cc(S(=O)(=O)N2CCC(N3CCCCC3)CC2)ccc1-n1cnnn1	0	-4	-9	0	/	5	-4	-7	0.4	/	0
COc1ccc(NS(=O)(=O)c2ccc(O)c(C(=O)OCC(=O)Nc3ccc4c(c3)OCCO4)c2)cc1	10	6	-1	11	-16	-10	0	-17	0.2	1	-2
CC(C)OC(=O)CSc1nnc(CNc2cccc(Cl)c2)n1C	0	23	-3	1	-6	-3	1	-16	7.5	1	-1
CCOc1ccc(C2C([N+](=O)[O-])=C(C)N(C)C(=O)N2C)cc1OC (stereo not given)	4	17	9	-14	-6	-7	9	18	-2.0	1	-6
N/C(=N\OC(=O)c1ccc(Cl)c([N+](=O)[O-])c1)c1ccccn1	2	-29	0	-52	5	42	0	-28	-0.2	2	-4
Cc1ccc(C)c(N2CCN(C(=O)CCc3nc4ccccc4[nH]3)CC2)c1	/	4	-7	4	-3	15	7	-10	-0.2	3	-4
Cc1cccc(Nc2nnc(SCC3CCCCO3)s2)c1 (stereo not given)	-7	-188	-55	-75	-3	-233	-3	-84	-2.2	2	-16
C=CCc1ccccc1OCC(O)CN1CCN(C(=O)OCC)CC1 (stereo not given)	4	22	4	-9	-3	16	-11	-9	-2.3	3	-3
CSc1nnc2c(n1)OC1(Nc3ccccc3-2)C(=O)Nc2ccccc21 (stereo not given)	-1	-17	18	-15	-1	-9	0	-31	-0.4	2	4
CCOCC(=O)Nc1nnc(COCC)s1	4	8	-1	9	/	-5	-2	-16	-1.3	-1	6
CC(=O)N1c2ccc(S(=O)(=O)N3CCCCC3)cc2CC1C(=O)Nc1cccc(C)c1 (stereo not given)	4	-2	2	9	-5	-2	1	14	0.2	2	0
CCC(C)N1CCN(C(=O)c2cc(OC)cc(OC)c2)CC1 (stereo not given)	-8	22	9	3	-4	17	1	9	-0.6	-2	1
Cc1ccc(NC(=O)C2CCN(S(=O)(=O)c3ccc4ccccc4c3)CC2)nc1	2	-143	-73	-20	-4	-170	-10	-83	-0.1	/	-1
CN(C)S(=O)(=O)N1CCC(Oc2cccc(C(=O)NC3CCCCC3)c2)CC1	7	-23	25	70	-7	7	7	48	1.5	-3	-6
Cc1ccc(C(=O)COC(=O)CNC(=O)CNC(=O)c2ccc(C)cc2)cc1	-2	18	1	8	-4	1	1	-8	-0.2	0	4
O=C(NC(=S)NCc1cccnc1)c1cc(Br)ccc1Cl	10	17	1	-5	-6	15	2	26	0.9	-2	7
CC(C)(C)N(Cc1cc2ccccc2[nH]c1=O)C(=O)c1ccco1	4	12	4	3	5	6	0	-21	0.2	0	-1
COC(=O)C1=C2SC(C)C(=O)N2C(N)=C(C#N)C1c1ccc(OC)c(OC)c1 (stereo not given)	10	9	-2	-1	/	0	-2	-7	1.1	2	-6
Cc1ccc(C2=NS(=O)(=O)N(C)C(C(=O)NCc3ccc4c(c3)OCO4)=C2)cc1	/	-9	/	-5	-7	5	-2	-6	0.7	6	-3
Oc1ccc(Cl)cc1-c1cc(-c2ccco2)[nH]n1	-9	-119	6	-24	-2	-80	2	-43	-3.0	0	-26
CCC(=O)NC(=S)Nc1cccc(NC(=O)c2ccccc2Cl)c1	-20	13	-1	-5	/	-2	-4	-37	3.9	-1	-13
CC1c2ccccc2-c2ccccc2N1C (stereo not given)	5	-20	-12	-10	-6	-31	-2	-19	-3.4	/	3
Cc1ccc(-n2c(N)c(C(=O)Nc3ccccc3F)sc2=S)cc1C	2	-116	-1	10	-1	-35	-4	1	1.0	0	-5
C=CCn1c(COc2ccccc2)nnc1SCC(=O)N/N=C/c1cc(Cl)ccc1O	4	9	7	19	/	17	-9	-15	4.3	2	86*
O=C1OCCC1Sc1nnc(-c2ccc3c(c2)OCO3)o1 (stereo not given)	3	39	24	24	-3	31	0	-15	0.4	1	2
CC(NC(=O)c1ccc(Br)s1)C1CCCO1 (stereo not given)	-1	-27	-5	-30	-5	-25	0	-40	1.0	2	3
COc1ccc(C(CC(=O)O)NC(=O)c2ccccc2[N+](=O)[O-])cc1 (stereo not given)	/	6	8	-12	-2	5	5	0	3.3	-3	1
CCN1CCN(c2cc(C(C)C)nc3c(-c4ccccc4)c(C)nn23)CC1	-7	16	/	-8	-5	30	8	-2	-0.5	3	9
O=C(CC1CC2CCC1C2)N1CCN(S(=O)(=O)c2ccccc2C(F)(F)F)CC1 (stereo not given)	1	13	/	19	-5	17	7	16	0.2	3	-10
CCOc1ccc(-c2nnn(CC(=O)N3CCN(c4ccc(F)cc4)CC3)n2)cc1OCC	3	1	-7	2	-8	5	6	-5	2.1	4	-7
Cc1cc(=O)[nH]c2n[nH]c(-c3ccccc3)c12	15	-125	-21	-66	-3	-141	-2	-33	-0.5	0	-3
CCN=C1SC(C(=O)Nc2cccc(OCC)c2)CC(=O)N1CC (stereo not given)	1	9	10	14	-5	15	3	10	-1.2	2	1
COc1cc(C(=O)Nc2c(C)cc(C)cc2C)c(-n2cnnn2)cc1OC	-1	7	8	16	-4	15	-1	-28	-1.0	1	2
CN1CCN(CCCNC(=O)c2ccc(/C=C3/Sc4ccccc4N(Cc4cccc(Cl)c4)C3=O)cc2)CC1	6	14	8	16	-1	84*	-7	41	-0.3	/	-16
O=C(COC(=O)c1c(F)cccc1F)Nc1ccc2c(c1)OCO2	-5	-1	-9	-17	-3	-6	3	-13	1.6	/	0
Cc1cc(OCC(=O)O)c2ccccc2n1	-10	0	-5	1	-4	9	-3	-3	1.0	1	0
CCOC(=O)C1CCN(C(=O)COc2ccc(S(=O)(=O)N3CCCC3)cc2C)CC1	3	6	-6	15	-2	12	-1	-4	2.2	-2	4
c1ccc2nc3c(nc2c1)CCCC3	1	0	-10	-1	-4	7	3	-4	-0.2	-3	-3
COc1ccc2nc(N3CCC(O)CC3)c(C#N)cc2c1	10	-64	-40	-14	-9	-57	0	-19	-3.9	2	2
Cc1cc(SCC(=O)c2ccc(O)c(O)c2)n2nc(C)c(-c3ccccc3)c2n1	-3	14	33	6	-2	20	3	-13	0.1	4	71*
COc1ccccc1N1CCN(C(=O)CN2C(=O)C3CCCCC3C2=O)CC1 (stereo not given)	-2	-70	-5	-34	-2	-37	0	-32	-1.2	0	-2
O=S(Cc1ccc(Br)cc1)Cc1nnc(SCc2c(F)cccc2Cl)n1-c1ccccc1 (stereo not given)	-8	20	12	16	-5	8	-3	28	-0.4	1	-2
COc1ccccc1CN(C)C(=O)CSCC(=O)Nc1ccccc1F	5	-2	-2	11	-14	0	4	-3	-0.5	/	-3
Cc1ccc(OCCCCN2CCC(C)CC2)cc1	6	-10	13	5	/	-3	-4	24	-0.7	2	-4
O=C1c2ccccc2C(=O)N1CC(=O)N1c2ccccc2CCc2ccccc21	-12	6	-1	10	-5	3	2	-12	-1.5	-2	10
O=C(NCc1ccc(Cl)cc1)C(=O)NCC1OCCN1C(=O)c1cccs1 (stereo not given)	-24	9	-5	-6	-13	-8	-1	-5	0.8	-2	-3
